Compound activity from PubChem BioAssay.
Vif inh = HIV Vif inhibition; HEK293T cells, Vif self-association by quenched fluorescence, imaging, 24 h; inhibition, % at 7.49 µM; actives 0.35% (n = 340,000); in the data active means inhibition above about 50%, passing the limit was not always enough; further: some results filed as inactive read as strong as hits
COUP-TFII inh = blocks human COUP-TFII nuclear receptor; P24468; HEK293T NGFI-A luciferase reporter, luminescence; inhibition, % at 8.6 µM; actives 0.7% (n = 370,000); AID 686940;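 active means inhibition above a per-plate cutoff, mean inhibition of test wells between control levels plus 3 SD, cut at about 38% in these data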;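 further: cells cotransfected with COUP-TFII expression vector driving the NGFI-A reporter; 0% = median of COUP-TF2 test wells and 100% = reporter-only cells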
Target sequence (P24468 whole entry, looked up): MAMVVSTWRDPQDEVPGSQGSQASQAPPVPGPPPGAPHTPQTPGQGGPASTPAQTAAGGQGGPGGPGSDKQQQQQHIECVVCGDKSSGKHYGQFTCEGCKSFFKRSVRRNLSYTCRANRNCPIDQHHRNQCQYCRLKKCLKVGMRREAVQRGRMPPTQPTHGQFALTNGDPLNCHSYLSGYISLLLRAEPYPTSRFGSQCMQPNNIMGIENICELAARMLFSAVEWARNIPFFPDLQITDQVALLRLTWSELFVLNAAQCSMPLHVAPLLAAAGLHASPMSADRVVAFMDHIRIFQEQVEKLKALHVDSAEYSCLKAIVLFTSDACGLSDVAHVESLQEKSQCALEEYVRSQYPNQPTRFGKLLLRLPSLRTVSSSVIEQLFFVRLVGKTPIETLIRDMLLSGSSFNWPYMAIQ
NOD2-RIPK2 inh = blocks binding of human NOD2 to RIPK2 | CHO BLA complementation NOD2-RIPK2, CCF4 ratio | actives 0.38% (n = 360,000) | AID 624267 | O43353 | inhibition, % at 4.98 µM; in the data active means inhibition above about 21%;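 further: 0% = vehicle only and 100% = reference blocker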
TRAIL sens C8 = sensitizes caspase-8 expressing cells to TRAIL; actives 1% (n = 360,000); inhibition (viability loss, TRAIL sensitization), % at 10 µM; NB7+C8 cells + TRAIL, ATPlite viability luminescence;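 active means compounds causing at least 50% loss of cell viability in the single-dose screen, relative to plate controls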
NCOA3 inh = inhibitors of human steroid receptor coactivator 3 (SRC3); HEK293 GAL4-SRC3 luciferase reporter, luminescence; inhibition, % at 3.6 µM; actives 0.17% (n = 360,000); AID 588352;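 active means inhibition above a per-campaign cutoff, the mean of all compounds plus 3 SD, cut at about 60% in these data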;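 further: 0% = DMSO-treated cells and 100% = gossypol-treated cells at 36 µM; higher means less SRC3-driven luciferase light from the GAL4 reporter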
TLR9-MyD88 inh = blocks human TLR9 binding to MyD88; CHO BLA complementation TLR9-MyD88, CCF4 FRET ratio; actives 0.21% (n = 340,000); inhibition, % at 4.98 µM;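 active means inhibition above the mean over all tested compounds plus 3 SD, cut at about 21% in these data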;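 further: 0% = DMSO only wells and 100% = clavulanate BLA inhibitor control wells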
TROY NFkB inh = inhibitors of TROY-dependent NF-kB signaling | Q293 LMP1-TROYcd NF-kB luciferase reporter, 4 h | actives 0.98% (n = 360,000) | inhibition, % at 10 µM;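 active means compounds whose plate-normalised and pattern-corrected inhibition of the luciferase reporter signal at the single screening dose is 50% or more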
SRC2 inh = inhibits human steroid receptor coactivator 2 | inhibition, % at 9 µM | HEK293 GAL4-SRC2 luciferase reporter, luminescence | actives 0.17% (n = 370,000);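 active means inhibition above the mean inhibition of all tested compounds plus 3 SD, set per campaign, cut at about 52% in these data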;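 further: 0% = DMSO treated cells and 100% = cells given Gossypol at 36 µM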
SRC1 inh = inhibitors of human steroid receptor coactivator 1 (SRC1) | Q15788 | HEK293 GAL4-SRC1 luciferase reporter, luminescence | inhibition, % at 3.6 µM | actives 0.12% (n = 360,000) | AID 588354;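 active means inhibition above the campaign mean plus 3 SD, with each screening campaign given its own cutoff, cut at about 60% in these data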;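 further: 0% = DMSO treated cells and 100% = gossypol at 36 µM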
EBV LMP1 NFkB = inhibitors of Epstein-Barr LMP1-induced NF-kappaB reporter | inhibition, % at 12.5 µM | AID 504558 | actives 0.69% (n = 350,000) | LMP1-induced NF-kappaB luciferase reporter cells, luminescence; in the data active means inhibition above about 41%;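 further: 0% = neutral control wells and 100% = reference inhibitor control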
NR5A2 inv ag = NR5A2 inverse agonism in reporter assay | actives 0.13% (n = 360,000) | O00482 | HEK293T StAR-luciferase reporter, LRH-1 transfected, 24 h | inhibition, % at 3.6 µM | AID 602396;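 active means inhibition above the mean inhibition of all tested compounds plus 3 SD, cut at about 73% in these data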;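 further: 0% = DMSO wells and 100% = reporter-only cells lacking LRH-1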
Target sequence (O00482 whole entry, looked up): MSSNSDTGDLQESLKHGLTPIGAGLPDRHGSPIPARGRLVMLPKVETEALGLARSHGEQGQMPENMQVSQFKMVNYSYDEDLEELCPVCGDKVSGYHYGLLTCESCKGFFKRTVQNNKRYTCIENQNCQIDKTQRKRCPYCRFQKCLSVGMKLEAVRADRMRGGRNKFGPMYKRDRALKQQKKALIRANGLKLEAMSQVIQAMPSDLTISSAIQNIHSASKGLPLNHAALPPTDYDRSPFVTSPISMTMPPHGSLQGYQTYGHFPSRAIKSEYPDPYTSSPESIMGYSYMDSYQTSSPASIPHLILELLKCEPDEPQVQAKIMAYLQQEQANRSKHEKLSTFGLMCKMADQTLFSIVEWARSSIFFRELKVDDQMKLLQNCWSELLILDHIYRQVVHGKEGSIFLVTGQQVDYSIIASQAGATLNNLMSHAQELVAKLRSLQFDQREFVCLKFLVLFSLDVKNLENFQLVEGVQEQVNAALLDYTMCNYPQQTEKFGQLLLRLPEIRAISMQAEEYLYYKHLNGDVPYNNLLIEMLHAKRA
Numbers without * were called inactive; . = not tested or not shown. Some of the compounds tested (hit frequency here may not be typical).

SMILES	Vif inh	COUP-TFII inh	NOD2-RIPK2 inh	TRAIL sens C8	NCOA3 inh	TLR9-MyD88 inh	TROY NFkB inh	SRC2 inh	SRC1 inh	EBV LMP1 NFkB	NR5A2 inv ag
CCN(CCCNC(=O)CN(C)S(=O)(=O)c1ccc2c(c1)CCC(=O)N2)c1cccc(C)c1	-4	13	4	10	-2	-11	-2	5	-5	-58	8
Cc1nn(-c2ccccc2)c(Cl)c1/C=N/NC(=O)c1ccc(CNc2ccccc2)o1	0	-4	2	11	8	-7	-14	-20	-7	2	-14
O=C(Nc1cccc(-c2nc3ncccc3o2)c1)c1ccccc1	-1	-14	-4	0	-1	4	-9	8	3	2	-10
CC(/C=N/n1c(-c2ccccc2)n[nH]c1=S)=C\c1ccco1	-4	21	5	25	8	-15	4	-14	17	-9	15
Cc1cc(C(=O)N2CCc3ccccc3C2)on1	8	0	-1	-5	4	-10	-25	-17	-7	2	-17
COc1ccc(N2CCN(C(=O)COC(=O)c3ccccc3OCc3ccc(F)cc3)CC2)cc1	-2	4	-3	-23	-12	4	4	-20	-10	-2	-8
O=C(CCNS(=O)(=O)c1cccc2nsnc12)NC1CCN(Cc2ccccc2)CC1	11	-4	-2	7	6	4	-4	-9	8	1	10
CCC1C(=NO)C(CC)C(c2ccccc2)NC1c1ccccc1 (centres undefined)	4	22	-14	26	9	-6	38	-5	-20	-6	-6
COCCCNC(=S)N(CCO)Cc1cc2cc3c(cc2[nH]c1=O)OCCO3	1	0	7	-8	12	3	4	-39	1	-4	-1
Cc1noc(C(=O)Nc2c(C)n(C)n(-c3ccccc3)c2=O)c1Cl	-18	0	-3	-11	15	-2	9	-11	6	9	-8
COc1cc(NC(=O)c2cccs2)ccc1NC(=O)c1cc2ccccc2o1	-7	-12	-5	3	1	7	19	-14	0	-24	-6
CC1(C)Cc2c(c(-c3ccccc3Cl)[nH]c(=O)c2C#N)CO1	1	0	3	-19	15	-2	25	-4	3	3	-23
Cc1oc(C(N)=O)cc1COc1ccc(C(N)=O)cc1	-6	3	-5	-12	-14	4	-22	-23	12	-3	-1
COc1ccc([N+](=O)[O-])cc1Nc1ncnc2ccccc12	-5	7	2	-2	-3	4	-6	4	8	18	-26
Cc1cc(C)cc(C(=O)Nc2cccnc2)c1	1	12	1	-10	-3	-4	-8	3	3	3	-4
Cc1ccc(CNC(=O)C2CC(c3ccccc3C(F)(F)F)=NO2)cc1 (centres undefined)	1	14	0	-17	1	-9	-9	25	3	-3	-15
Cc1cc(Br)cc(C)c1OCC(=O)NNC(=O)c1cccs1	10	-4	-4	23	28	2	-14	2	5	-5	0
Cc1cc(Nc2ccc([N+](=O)[O-])cc2)nc2ccccc12	-3	4	11	3	-5	17	-17	-27	-6	-11	17
O=C(CN1C(=O)C(=O)N(CCC2=CCCCC2)C1=O)Nc1ccc(F)cc1F	-5	6	2	-5	-6	13	-8	22	-2	5	-4
CCCCN(C)CCN1C(=O)C2C(C(=O)Nc3ccc(Cl)cc3)C3C=CC2(O3)C1C(=O)NC1CCCCC1 (centres undefined)	28	5	-3	-3	-7	-5	4	2	2	-3	-13
CC(=O)c1sc(NC(=O)CSC(C)C(=O)Nc2cc(C)on2)nc1-c1ccccc1 (centres undefined)	-8	17	-10	-12	2	9	5	-8	-18	-2	12
CC(=O)N1CCc2cc(S(=O)(=O)NC(CC(C)C)C(=O)N3CCn4c3nc3ccccc34)ccc21 (centres undefined)	5	-1	-4	-9	-3	-13	6	-13	5	-2	-5
Cc1ccc(S(=O)(=O)N(C)C[C@@H]2OCc3cnnn3CCCC(=O)N([C@@H](C)CO)C[C@H]2C)cc1	.	4	-15	6	14	6	6	-4	16	-3	0
Cn1nc2c3ccccc3n(Cc3ccc(F)cc3)c2nc1=S	1	-3	-5	7	14	-1	0	13	-13	2	-9
Cc1ccc(C(=O)O)cc1S(=O)(=O)NCC1CCCO1 (centres undefined)	7	4	2	-8	8	1	-18	-11	20	-21	0
Next records follow.
SMILES	Vif inh	COUP-TFII inh	NOD2-RIPK2 inh	TRAIL sens C8	NCOA3 inh	TLR9-MyD88 inh	TROY NFkB inh	SRC2 inh	SRC1 inh	EBV LMP1 NFkB	NR5A2 inv ag
COc1ccc(OC(=O)c2ccc(Cl)cc2)c(C(C)=O)c1	-19	-28	0	-3	-11	-1	-41	-35	0	-4	7
CC(O)[C@H]1CN=C(N)N1CC1CCCCC1 (some centres undefined)	.	11	4	7	-12	-1	-1	-8	2	-2	6
O=C(CCc1c[nH]c2ccccc12)NN1C(=O)NC2(CCCCC2)C1=O	1	9	-3	-6	13	0	-4	2	-16	-4	29
C=CCOc1ccccc1CN1CCN(CCc2ccccc2)C(CCO)C1 (centres undefined)	0	9	-13	-1	3	-4	19	-8	-3	-1	2
COc1ccc(Cn2cccc(NC(=O)Nc3cccc(C#N)c3)c2=O)cc1	.	23	-11	10	11	-8	16	-25	8	14	24
COc1cc(/C=C/C2=CC(C)(C)NC(=S)N2)cc(OC)c1OC	-3	-35	-4	7	-6	1	-4	-3	9	-7	12
Cc1cccc(OCC(=O)OCC(=O)Nc2ccc(Cl)cn2)c1	2	-18	7	-8	3	1	20	-31	4	-7	4
CC(C)c1nnc(NC(=O)c2sc3ccccc3c2Cl)s1	-2	-20	-2	20	-56	-3	-26	-24	-71	-22	-114
CCOc1cc(N2CCOCC2)c(OCC)cc1NC(=O)c1oc2ccccc2c1C	-3	-9	1	0	16	0	6	19	-5	6	4
CC/C(=N/Nc1ccccc1)c1cnnc(SC)n1	2	8	7	-15	9	3	-10	3	-24	1	0
O=C(NCCN1CCOCC1)c1ccc2c(c1)N(Cc1ccccc1)C(=O)CS2	-1	21	-3	4	9	-3	8	2	6	1	30
CC1Sc2ccc(S(=O)(=O)N3CCC(C(=O)Nc4ccc(Cl)cc4)CC3)cc2NC1=O (centres undefined)	-20	66*	13	6	18	8	42	23	3	31	22
Cc1c(C=O)c2cc(OCc3ccccc3)ccc2n1C	-1	-31	7	-4	-74	-10	-54	-26	-57	-23	-58
FC(F)(F)c1cccc(NC(=S)NCCN2CCOCC2)c1	-6	1	5	-2	31	-3	-6	-10	-2	7	8
CCOC(=O)C1CCN(c2ncnc3c2nnn3Cc2ccccc2Cl)CC1	-4	-13	-3	5	-12	-3	9	13	-23	-1	10
CCOC1=C2[C@H](c3ccc(CC)cc3)N(S(=O)(=O)c3ccc(C)cc3)C[C@H]2C(C#N)(C#N)C(C#N)(C#N)C1	.	6	4	4	4	.	20	11	2	.	0
NC(=O)c1cccc(-c2ccnc3c2CC(C(=O)Nc2cccc(Oc4ccccc4)c2)O3)c1 (centres undefined)	-7	.	-7	-2	0	.	27	.	21	.	-5
CN(Cc1ccccc1)C(=O)c1cccc(NC(=O)Cc2cccc(NC(=O)C3CCN(C(=O)C4CC4)CC3)c2)c1	2	-5	5	-12	7	4	8	17	-1	-2	0
COc1cccc(N2CC(C(=O)Nc3nnc(SCC(=O)NCc4ccco4)s3)CC2=O)c1 (centres undefined)	4	18	-5	1	7	2	5	-5	9	-5	33
COc1cccc2c1Oc1ncccc1N(C(=O)CCC(=O)NCc1ccccc1)C2	12	-14	-4	-2	17	5	-11	0	-21	-7	3
CCN(CC)C(=O)Cn1nc(C)c2ccccc2c1=O	-3	6	4	5	-1	-68	-25	2	0	-2	-3
O=C1CC(c2ccccc2)C(c2ccccc2)=NN1 (centres undefined)	6	-4	-12	9	-16	-5	-5	-22	-2	-3	-17
Cn1c(C=O)c(-c2ccc3cc[nH]c3c2)c2ccccc21	-9	-10	13	-15	9	8	34	5	10	-1	15
O=C1OC(COc2ccc(Br)cc2)CN1c1ccccc1 (centres undefined)	1	8	8	-2	30	-11	5	2	-27	6	-12
O=C(NCCN1CCOCC1)c1c(O)nc2sccn2c1=O	-1	6	-9	-1	19	-2	-5	10	-12	-5	26
Later entries.
SMILES	Vif inh	COUP-TFII inh	NOD2-RIPK2 inh	TRAIL sens C8	NCOA3 inh	TLR9-MyD88 inh	TROY NFkB inh	SRC2 inh	SRC1 inh	EBV LMP1 NFkB	NR5A2 inv ag
COc1ccc(S(=O)(=O)N(CCCN2CCOCC2)Cc2cccc3ccccc23)cc1	-4	.	2	-2	10	0	.	.	18	0	23
COc1ccc(-c2csc(NC(=O)Cc3ccccc3)n2)cc1OC	-2	16	-1	-11	-14	-7	7	-39	-4	8	1
COc1ccccc1CNCc1cc(Br)ccc1OC	7	-16	-7	-1	7	-3	-10	-2	-1	-2	-2
O=C(Cc1ccccc1)NNC(=O)c1ccc(NC(=O)c2ccccc2)cc1	2	19	6	6	11	-2	-3	-6	11	5	10
COc1cccc(-c2cnc3c(NC=O)cc(-c4ccc(S(C)(=O)=O)cc4)cn23)c1	3	-5	-8	16	4	.	6	-80	-2	.	42
NS(=O)(=O)c1ccc(CCNC(=O)c2cccc(OC(F)F)c2)cc1	19	-7	-1	-3	10	3	13	-21	-27	4	18
C=CCn1cnc2c(c1=O)c1nc3ccccc3nc1n2/N=C/c1cccc(OC)c1OC	0	-7	-1	23	11	-2	-31	2	-11	14	-5
O=C(c1ccc(Sc2ccccc2)c([N+](=O)[O-])c1)N1CCOCC1	7	-16	-4	-6	9	4	-3	18	2	-4	2
Cc1nc2ccc(C(=O)NCCc3c[nH]c4ccccc34)cn2c1N(C)C(=O)CCc1ccccc1	54*	19	-12	-14	-7	.	5	-6	-15	.	14
Cc1ccc(C)c(/C=N/NC(=S)NC(C)C)c1	-4	6	-3	1	6	4	-2	13	2	-1	-7
O=C(CSc1ncn[nH]1)N1N=C2/C(=C/c3ccco3)CCCC2C1c1ccco1 (centres undefined)	-2	-7	5	4	12	8	-24	25	-16	10	-8
COc1ccc(CC(=O)NCc2cccc(CNC(=O)Cc3ccc(OC)c(OC)c3)c2)cc1OC	-1	-6	2	-7	5	9	15	-11	-22	7	2
O=C(NCc1ccco1)C(c1ccncc1)N(C(=O)Cn1nnc2ccccc21)c1ccccc1F (centres undefined)	17	15	-10	-7	9	1	10	-4	-13	-4	-11
Cc1ccc(C)c(/C=N/Nc2nc3ccccc3c(=O)n2O)c1	-3	-17	-2	9	-16	.	-15	-14	-29	.	-22
C(=N\Nc1nc2ccccc2s1)/c1cccs1	-5	-62	2	21	-103	-18	-19	-29	-102	-66	-102
CCCNC(=O)C1(C)CCN(Cc2cccc(OC(=O)c3ccccc3)c2)C1 (centres undefined)	.	-13	3	9	-2	.	-18	4	-19	.	-19
CCOC(=O)C1=C(N)OC2=C(C(=O)CC(C)(C)C2)C1C1CCCCC1 (centres undefined)	.	6	7	-10	9	1	-3	7	-6	6	-7
COc1ccccc1N1CCN(C2CCCN(Cc3ccc(Cl)cc3)C2)CC1 (centres undefined)	2	-7	6	6	26	10	-8	-1	0	4	5
CCC(=O)N(C)C[C@H]1Oc2cc(-c3ccccc3F)ccc2S(=O)(=O)N([C@H](C)CO)C[C@H]1C	3	3	-9	1	15	-3	-8	-4	15	-1	3
Cc1c(S(=O)(=O)N2CCN(c3cccc(Cl)c3)CC2)c(=O)n(C)c(=O)n1C	20	15	0	-7	0	-5	-14	-18	-12	0	-29
